KCNQ1 act = potentiates or activates the human KCNQ1 potassium channel | CHO-K1 KCNQ1, thallium flux FluxOR fluorescence; stronger effect = higher value | AID 2648 | 310,000 compounds, 0.35% hits | B-score at 10 µM;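 active = fluorescence ratio B-score, a plate-corrected score, at least three library SD, with initial intensity B-score within 5 SD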
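Medium – assay buffer, equal DMSO in all wells · Material – CHO-K1 cell line with stable KCNQ1 potassium channel expression · Signal – kinetic FluxOR thallium fluorescence, 10-s 1-Hz baseline, 110-s post-stimulus read · Compound – single concentration per compound, DMSO matched to controls · Schedule – 37 °C overnight plating, 90-min dark dye load, 20-min compound pretreatment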
ANO1 block = blocks the mouse calcium-activated chloride channel TMEM16A; HEK293 TMEM16A/YFP iodide influx fluorescence, ionomycin; normalized B-score (activity score, 25-100; higher = stronger inhibition) at 10 µM; 310,000 compounds, 1.2% hits; AID 588511;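 active = ratio plate-corrected score three or more library SD toward inhibition, starting fluorescence score within five deviations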;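 note: score derived from kinetic fluorescence span divided by baseline fluorescence per well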
Target sequence (Q8BHY3 whole entry, looked up): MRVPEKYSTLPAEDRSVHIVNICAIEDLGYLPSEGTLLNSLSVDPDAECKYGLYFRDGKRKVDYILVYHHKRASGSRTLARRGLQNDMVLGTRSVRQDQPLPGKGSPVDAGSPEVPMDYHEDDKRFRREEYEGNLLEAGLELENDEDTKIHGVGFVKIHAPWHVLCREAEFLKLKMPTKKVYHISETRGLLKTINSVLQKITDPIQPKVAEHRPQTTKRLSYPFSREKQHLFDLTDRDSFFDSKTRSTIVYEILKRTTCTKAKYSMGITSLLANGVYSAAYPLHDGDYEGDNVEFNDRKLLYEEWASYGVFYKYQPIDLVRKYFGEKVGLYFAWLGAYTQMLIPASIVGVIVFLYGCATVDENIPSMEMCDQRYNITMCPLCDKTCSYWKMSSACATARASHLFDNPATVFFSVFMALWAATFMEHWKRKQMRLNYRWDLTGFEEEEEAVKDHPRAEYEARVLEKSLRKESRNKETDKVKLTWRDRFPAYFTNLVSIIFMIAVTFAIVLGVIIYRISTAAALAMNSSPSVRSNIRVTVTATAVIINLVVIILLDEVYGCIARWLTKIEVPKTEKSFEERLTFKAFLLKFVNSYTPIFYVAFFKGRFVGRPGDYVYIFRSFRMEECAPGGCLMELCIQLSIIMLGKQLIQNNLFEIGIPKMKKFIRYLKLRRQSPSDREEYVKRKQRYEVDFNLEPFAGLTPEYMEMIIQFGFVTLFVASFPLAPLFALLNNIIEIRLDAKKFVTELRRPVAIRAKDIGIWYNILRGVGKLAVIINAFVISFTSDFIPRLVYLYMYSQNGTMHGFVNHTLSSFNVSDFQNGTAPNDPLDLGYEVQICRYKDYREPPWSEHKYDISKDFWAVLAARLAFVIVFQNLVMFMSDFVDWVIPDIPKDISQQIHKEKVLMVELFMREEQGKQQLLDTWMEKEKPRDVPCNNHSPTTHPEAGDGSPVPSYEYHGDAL
ANO1 activ = activators or potentiators of mouse TMEM16A chloride channel. 340,000 compounds, 0.3% hits. HEK293 TMEM16A/YFP-H148Q/I152L, iodide quench fluorescence; stronger effect = lower value. AID 623877. Q8BHY3. B-score at 10 µM;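 active = fluorescence-ratio B-score plate-corrected deviation score at least 3 library SD below zero, with starting fluorescence score within 5 deviations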;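 note: channel opened by trigger with iodide after compound preincubation; score built on the fluorescence ratio of max minus min over baseline; more negative score means more quench and so TMEM16A activation or potentiation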
KCNQ1 inh = blocks the human KCNQ1 potassium channel. P51787. CHO-K1 KCNQ1, FluxOR thallium flux fluorescence; stronger effect = higher value. 310,000 compounds, 1.3% hits. B-score at 10 µM;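 active = compounds whose thallium flux B-score, printed positive for inhibition, exceeds three library SD while starting fluorescence stays within three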;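 note: channel opened by potassium depolarization with thallium stimulus after 20 min compound exposure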
MrgX1 allo act = human MrgX1 positive allosteric modulation, primary screen | Q96LB2 | MrgX1-HEK293, Fluo-4 calcium flux, FDSS; stronger effect = higher value | B-score at 10 µM | 310,000 compounds, 0.63% hits;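 active = plate-corrected calcium response at least 3 library SD above typical, normal starting fluorescence, not activating the receptor alone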;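 note: compound read alongside a low EC10 to EC30 dose of BAM8-22 agonist; peak minus trough fluorescence over baseline measured at the second addition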
MrgX1 ag = human MrgX1 receptor agonism, primary screen. B-score at 10 µM. 310,000 compounds, 0.44% hits. MrgX1-HEK293 cells, Fluo-4 calcium fluorescence, agonist mode; stronger effect = higher value;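 active = calcium response B-score plate-corrected fluorescence ratio at least 3 library SD, with starting fluorescence B-score inside 5 SD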
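System – MrgX1-expressing HEK293 cells · Incubation – cells plated overnight, dye loaded 0.5 h 37 °C, 0.5 h room temperature · Technique – kinetic Fluo-4 NW fluorescence of intracellular calcium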
RGS4 act = RGS4 potentiation or activation; HEK293 M3R/inducible RGS4, carbachol calcium flux Fluo4; stronger effect = lower value; B-score at 10 µM; 310,000 compounds, 0.92% hits;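 active = B-score of the integrated calcium signal more than 4 SD below the library mean, with starting fluorescence not abnormally high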;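 note: negative B-score means reduced calcium response which marks RGS4 activation or potentiation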
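Also added: carbachol at ECmax as muscarinic agonist stimulus; Assay system: HEK293 cells with stable M3R and inducible RGS4; Timing: overnight RGS4 induction, 30 min dye load 37 °C, 20 min compound RT; Measured by: Fluo4-AM (2 µM) calcium-flux fluorescence, kinetic read.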
hERG protect = hERG (human) protection from proarrhythmic block; Q12809; CHO-hERG, FluxOR thallium flux, dofetilide IC70 present; activation (rescue from dofetilide block), less the hit threshold, % at 10 µM; 310,000 compounds, 0.51% hits;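 active = activation above the mean of controls blocked by dofetilide plus 5 SD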;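 note: thallium influx through hERG after potassium depolarization seen as dye fluorescence rise; in these data hits start at about 4.7%; inactives centre near -7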
RGS4 block = inhibitors of human RGS4; AID 463165; B-score at 10 µM; P49798; HEK293 M3R/RGS4 inducible, Fluo-4 calcium flux; stronger effect = higher value; triggered by carbachol at its EC20; 310,000 compounds, 0.45% hits;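 active = B-score, a plate-corrected calcium signal, over three deviations above library mean, with baseline fluorescence within five deviations of library mean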;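 note: RGS4 expression induced by doxycycline in cells with stable M3 receptor; B-score is computed from the integrated fluorescence ratio over baseline after carbachol; higher B-score means a larger calcium signal and so more RGS4 inhibition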
KCNK9 block = blocks the human KCNK9 two-pore domain potassium channel; Q9NPC2; HEK293 KCNK9, FluxOR thallium flux fluorescence; stronger effect = lower value; B-score at 10 µM; AID 488922; 310,000 compounds, 1.2% hits;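 active = ratio B-score over 3 SD below the library mean, with starting fluorescence within 5 SD of its mean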;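 note: negative B-score means less thallium flux so channel inhibition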
KCNK3 inh = human KCNK3 channel inhibition, primary screen. CHO-KCNK3 thallium flux, FluxOR fluorescence; stronger effect = lower value. O14649. B-score at 10 µM. 340,000 compounds, 0.84% hits;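 active = B-score under library mean minus 4 SD, starting fluorescence ratio at most library mean plus 5 SD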;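 note: more negative B-score means stronger inhibition of thallium flux through KCNK3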
An asterisk follows results filed as active; i = inactive; nt = not tested or not shown. No enrichment for hits. Share with any hit: about 6.3%.

SMILES	KCNQ1 act	ANO1 block	ANO1 activ	KCNQ1 inh	MrgX1 allo act	MrgX1 ag	RGS4 act	hERG protect	RGS4 block	KCNK9 block	KCNK3 inh
Cc1ccccc1OCC(=O)N1CCCc2ccccc21	i	i	i	i	i	i	i	-8.9	i	i	i
O=C(O)COCC(=O)Nc1ccc2c(c1)ncn2CCc1ccccc1	i	i	i	i	i	i	i	-2.9	i	i	i
CC(OCCN1CCCC1)(c1ccc(F)cc1)c1ccc(F)cc1	i	i	i	i	i	i	-7.49*	-5.7	i	i	i
COc1ccc(NC(=O)c2ccccc2NC(=O)c2ccccc2C(=O)O)c(OC)c1	i	i	i	i	i	i	i	-7.1	i	i	i
COc1ccc(OCCN2C(=O)c3ccccc3C2=O)c([N+](=O)[O-])c1	i	i	i	i	i	i	i	-10.6	i	i	i
COc1ccccc1C(=O)N1CCN(c2cccc(C(F)(F)F)c2)CC1	i	i	i	i	i	i	i	-5.0	i	i	i
Cc1cc(C)n(/N=C/c2ccc(O)cc2)c(=O)c1C#N	i	i	i	i	i	i	i	-5.9	i	i	i
COC(=O)[C@H]1C[C@H]1[C@@H](NC(=O)c1ccc[nH]1)c1ccccc1	i	i	i	i	i	i	i	-9.9	i	i	i
Cc1nc(-c2ccccc2)nc2[nH]c(C(C)C)cc(=O)c12	i	i	i	i	i	i	i	-13.4	i	i	i
Cc1c(C(=O)N2CCCC2)oc2c1-c1nn(CC(=O)NCCCOC(C)C)cc1CC2	i	i	i	i	i	i	i	-8.8	i	i	i
CCOc1ccc(C(=O)NCC(=O)Nc2ccc(N3CCOCC3)cc2)cc1OCC	i	i	i	i	i	i	i	-21.8	i	i	i
Cc1ccc(CNC(=O)Cn2cncn2)cc1	i	i	i	i	i	i	i	-12.7	i	i	i
CCSCc1nnc(SCC(=O)Nc2cccc(SC)c2)n1C	i	i	i	i	i	i	i	-6.7	i	i	i
CCOCCCNC(=O)C1(O)c2ccccc2NC(=O)N1c1ccc(C)c(C)c1 (centres undefined)	i	i	i	i	i	i	i	-6.8	i	i	i
Nc1nccc(/C=C/c2c(F)cccc2Cl)n1	i	i	i	i	i	i	i	-4.0	i	i	i
Cc1cc(NC(=O)CN2C(=O)NC3(CCC(C)CC3)C2=O)no1 (centres undefined)	i	i	i	i	i	i	i	-6.5	i	i	i
O=C(CS(=O)(=O)c1cn(CC(=O)N2CCCC2)c2ccccc12)Nc1ccccc1	i	i	i	i	i	i	i	-6.7	i	i	i
Nc1c(C(=O)Nc2ccc3c(c2)OCCO3)nnn1Cc1ccc(F)cc1	i	i	i	i	i	i	i	-7.1	i	i	i
O=C(CN1C(=O)C2C3CCC(C3)C2C1=O)OCC(=O)c1ccccc1 (centres undefined)	i	i	i	i	i	i	i	-10.7	i	i	i
COc1ccc(C(=O)Cc2nnc(C)s2)c(OC)c1	i	i	i	i	i	i	i	-7.7	i	i	i
Cc1ccc(CNC(=O)Cn2cnc(S(=O)(=O)N3CCCCC3)c2)o1	i	i	i	i	i	i	i	-6.5	i	i	i
O=C(N1CCCC1)C12CC3CC(C1)CC(C(=O)N1CCCC1)(C3)C2	i	i	i	i	i	i	i	-4.4	i	i	i
COc1ccc(C2c3ccsc3CCN2C(C)=O)cc1 (centres undefined)	i	i	i	i	i	i	i	-13.3	i	i	i
O=C(CCNC(=O)c1ccccc1Cl)NCC1CCCO1 (centres undefined)	i	i	i	i	i	i	i	-4.9	i	i	i
S=c1[nH]nc(CSc2nc3ccccc3s2)n1Cc1ccccc1	i	i	i	i	i	i	i	-16.0	i	i	i

Further structures:
SMILES	KCNQ1 act	ANO1 block	ANO1 activ	KCNQ1 inh	MrgX1 allo act	MrgX1 ag	RGS4 act	hERG protect	RGS4 block	KCNK9 block	KCNK3 inh
COc1cc(/C=C2\C(C)=C(C#N)c3nc(N)c(C#N)c(C)c32)ccc1OCC(=O)O	i	i	i	i	i	i	i	-11.9	i	i	i
CCOc1ccc(C(=O)Cn2cnnc2C#N)cc1	i	i	i	i	i	i	i	-7.3	i	i	i
Cc1c(/C(O)=C2/C(=O)C(=O)N(CCN3CCOCC3)C2c2ccccn2)cnn1-c1ccccc1 (centres undefined)	i	i	i	i	i	i	i	-7.4	i	i	i
c1ccc(C2Nc3cccc4cccc(c34)N2)cc1	i	i	i	i	i	i	i	-11.4	i	i	i
COc1ccc(-c2nnc(NC(=O)C(C)C)o2)cc1	i	i	i	i	i	i	i	-5.1	i	i	i
COc1ccc(C(=O)N2CC(=O)Nc3ccc(C)cc3C2c2ccccc2)cc1 (centres undefined)	i	nt	i	i	nt	nt	i	-8.4	i	i	i
O=C(N/C(=C/c1ccc(Cl)cc1)C(=O)N1CCCC1)c1ccccc1	i	i	i	i	i	i	i	-5.6	i	i	i
O=C(CSc1nnc(Cc2cccs2)n1C1CCCCC1)N1CCCc2ccccc21	i	i	i	i	i	i	i	-2.5	i	i	i
N#CC1=C(N)N(c2ccc(Oc3ccccc3)cc2)C(=O)C1	i	i	i	i	i	i	i	-12.1	i	i	i
COC(=O)c1cc(S(=O)(=O)N2CCN(c3ccccc3F)CC2)c[nH]1	i	i	i	i	i	i	i	-3.3	i	i	i
CC1(C)CC(=O)c2cnc(N3CCN(c4ccccc4)CC3)nc2C1	i	i	i	i	i	i	i	-5.1	i	i	i
Cc1ccc(CNC(=O)Nc2ccc3c(c2)N(C)C(=O)CS3)cc1	i	i	i	i	i	i	i	-9.4	i	i	i
Cc1c(-c2ccccc2)cn2c1-c1ccc(C)n1CC2	i	i	i	i	i	i	i	-8.8	i	i	i
CCN1CNC(=S)N(c2ccccc2OC)C1	i	i	i	i	i	i	i	-5.1	i	i	i
CCOc1ccc(N2C(=O)CSC23CCCCC3)cc1	i	i	i	i	i	i	i	-6.9	i	i	i
O=C(CN1C(=O)C2CC=CCC2C1=O)Nc1ccccc1N1CCCC1 (centres undefined)	i	i	i	i	i	i	i	-7.3	i	i	i
Cc1cc(F)ccc1S(=O)(=O)N1CCCOC1CNC(=O)C(=O)NC1CCCC1 (centres undefined)	i	i	i	i	i	i	i	-12.6	i	i	i
CC(C)(C)S(=O)c1cccs1 (centres undefined)	i	i	i	i	i	i	i	-9.5	i	i	i
CCC(=O)NCCNc1ccc([N+](=O)[O-])cn1	i	i	nt	i	i	i	i	-8.6	i	i	nt
CCCc1cc(=O)oc2c(C)c(OC(C)C(=O)NCC(O)c3ccccc3)ccc12 (centres undefined)	i	i	i	i	i	i	i	-11.0	i	i	i
CCCOC(=O)c1ccc(NC(=O)CN(C)Cc2cccs2)cc1	i	i	i	i	i	i	i	-11.0	i	-12.3*	-10.4*
O=C(O)COc1ccccc1/C=N/NC(=O)CSc1nc2ccccc2n1Cc1ccccc1Cl	i	i	i	i	i	i	i	-1.7	i	i	i
O=C1COc2ccc(S(=O)(=O)N3CCCCC3)cc2N1	i	i	i	i	i	i	i	-7.2	i	i	i
Cc1onc(-c2ccccc2)c1C(=O)n1nnc2ccccc21	i	i	i	i	i	i	i	-6.9	i	i	i
C=C1CCC2C(C)(C)[C@H](O)CC[C@@]2(C)[C@@H]1COc1cc(=O)oc2ccccc12 (some centres undefined)	i	i	i	i	i	i	i	-18.6	i	-13.4*	i

More results:
SMILES	KCNQ1 act	ANO1 block	ANO1 activ	KCNQ1 inh	MrgX1 allo act	MrgX1 ag	RGS4 act	hERG protect	RGS4 block	KCNK9 block	KCNK3 inh
Brc1cc2c(cc1/C=N/Nc1nc3ccccc3s1)OCO2	i	i	i	i	i	i	i	-5.0	i	i	i
COc1ccc(C(=O)C(OC(=O)c2ccccc2)c2ccccc2)cc1 (centres undefined)	i	i	i	i	i	i	i	-6.4	i	-13.6*	i
CCn1c(CN2CCOCC2)nnc1SCC(=O)Nc1ccc(C)cc1	i	i	i	i	i	i	i	-7.1	i	i	i
CC(Oc1ccc(C(=O)c2ccccc2)cc1)C(=O)N1CCOCC1 (centres undefined)	i	i	i	i	i	i	i	-14.8	i	i	i
CCCC1=Nc2cc(C(=O)N3CCCC3)ccc2Sc2ccc(C)cc21	i	i	i	i	i	i	i	-9.2	i	i	i
COc1ccc(NC(=O)CSc2nnc(N)s2)cc1	i	i	i	i	i	i	i	-9.2	i	i	i
CC(c1ccco1)N(C(=O)c1cc(Cl)cc(Cl)c1)c1ccccn1 (centres undefined)	i	i	i	i	i	i	i	-14.1	i	i	i
CCOC(=O)CC(=O)Nc1nnc(C(C)C)s1	i	i	i	i	i	i	i	-8.2	i	i	i
Cc1ccccc1N1C(=O)C2ON(c3ccccc3)C(c3cccnc3)C2C1=O (centres undefined)	i	i	i	i	i	i	i	-20.8	i	i	i
CCC(c1nnc(SCC(=O)NCCc2ccc(Cl)cc2Cl)o1)N(C)C (centres undefined)	i	i	i	i	i	i	i	0.0	i	i	i
O=C(c1ccccc1)N1CCN(C(=O)c2cc3nc(-c4ccccc4)cc(C(F)(F)F)n3n2)CC1	i	i	i	i	i	i	i	-8.5	i	i	i
CCOc1ccc(OCC)c(NC(=O)CSc2nnnn2CC)c1	i	i	i	i	i	i	i	-2.6	i	i	i
CCN(C(=O)COC(=O)c1ccccc1NCCO)c1cccc2ccccc12	i	i	i	i	i	i	i	-9.7	i	i	i
CCOCCCNC(=S)N(Cc1ccccc1)Cc1nc2ccccc2c(=O)[nH]1	i	i	i	i	i	i	i	-5.3	i	i	i
CCN(CC)CCC(c1ccc(N(C)C)cc1)c1c(OC)cc(OC)c2ccc(=O)oc12 (centres undefined)	i	i	i	i	i	i	i	-6.8	i	i	i
COc1ccc(OC)c(CN2CCC(Cc3ccccc3)CC2)c1	i	i	i	i	i	i	i	-13.9	i	i	i
Cn1c(CNS(=O)(=O)c2ccc(Br)cc2)n[nH]c1=S	i	i	i	i	i	i	i	-15.1	i	i	i
CC(C)c1cccc(C(C)C)c1NC(=O)COC(=O)c1ccc2c(c1)S(=O)(=O)c1ccccc1C2=O	i	i	i	i	i	i	i	-6.6	i	i	i
COc1ccccc1NC(=O)Nc1ccccc1C#N	i	i	i	i	i	i	i	-5.4	i	i	i
